# p53 reactivation: re-activators of mutant p53; AID 504706; 0.063% of 320,000 active; H1299 p53-A138V BP100-luciferase reporter, luminescence, 24 h; Potency, µM (series often up to 92.2 µM), for the others: at the top dose activity change, positive = activation, actives largely listed as activators; also: potency is read from the fitted curve at half-maximal effect; % of control where 0% means no effect; nearly all actives have a fitted effect of over 45% in size
#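 p53-null H1299 cells stably carrying temperature-sensitive p53-A138V and a BP100-luciferase reporter were pinned with compounds (4-point, 1:5 series) and held 24 hrs at 37 deg C. Luminescence was read 10 min after detection reagent.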
# CXXC DNA block: MLL CXXC-DNA interaction inhibition. Q03164. MLL-CXXC / FITC-HOXA9 DNA fluorescence polarization. Potency, µM (highest dose often 115 µM), for inactives: at the highest dose activity change, negative = inhibition, usual class: inhibitors. 0.037% of 290,000 active; active = well fitted inhibition curve with a large enough effect in the polarisation, with a control signal flat, not every such curve was filed as active; inconclusive = small, poorly fitted or top-dose-only effect, or effect the other way, or a change in a side signal; inactive = no such curve, though single readings can be large or run the other way; the % refers to the polarisation; also: potency is read from the fitted curve at half-maximal effect
#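 Steps: dispense CXXC domain solution (7 uM) → pin compounds or unlabeled HOX-A9 DNA control → 5 min ambient → add FLSN-HOX-A9 solution (50 nM) → spin → 30 min ambient → fluorescence polarization. Tris pH 7.5/NaCl/DTT/BSA buffer.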
# TRPV1 agonist: activates the human vanilloid receptor TRPV1. Q8NER1. activation, % at 8.33 µM. TRPV1-expressing cells, Fluo-8 calcium influx, agonist mode. 0.19% of 320,000 active; in the data active = activation above about 80%; inconclusive = between about 30% and that limit; also: 0% is about no effect
#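 Cells expressing TRPV1 were dye-loaded with Fluo-8 and read kinetically: 10 s baseline, 3 min after compound (agonist portion), then 2 min after EC20 capsaicin (allosteric enhancer portion). Calcium-bound dye fluorescence at 480/520 nm.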
# PTAP TSG101 blk: blocks PTAP/TSG101 interaction to inhibit HIV-1 budding; Q99816; Fluorescence polarization, FITC-PTAP peptide / Tsg101 binding; Potency, µM (titrated, usually from 115 µM), inactives show at the highest dose activity change, negative = inhibition, actives largely listed as inhibitors; 340,000 tested, under 10 active; active = well fitted inhibition curve with a large enough effect in the main read-out, with a control signal flat, not every such curve was filed as active; inconclusive = small, poorly fitted or top-dose-only effect, or effect the other way, or a change in a side signal; inactive = no such curve, though single readings can be large or run the other way; also: potency is read from the fitted curve at half-maximal effect; % of control where 0% means no effect
#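 Steps: Tsg101 binding domain dispensed (10 uM final), compounds pinned in DMSO, FITC-labeled PTAP-motif peptide added (50 nM final); after 20 min binding at room temperature, polarization measured.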
# Integrin act MD: integrin-mediated muscular dystrophy alleviation activation. alpha7betagal myoblasts, beta-gal FDG fluorescence, 48 h. Potency, µM (top dose mostly 38.3 µM), inactives show top-dose activation, most hits filed as activators. 0.064% of 350,000 active. AID 624291;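 also: potency is read from the fitted curve at half-maximal effect; 100% = response of the positive control SU9516; nearly all actives have a fitted effect of over 60% in size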
#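 alpha7betagal+/- myoblasts (passage 13, 250/well) treated 48 h at 37C with compounds at 1:260 dilution of DMSO stock. Lysed, then beta-galactosidase activity read as FDG fluorescence (ex 480/em 540) after 30 min, with pre-read for autofluorescence.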
# BRCA1 expr act: BRCA1 expression activation | MCF7-BRCA1-FFLuc reporter, luminescence, 48 h; response scale: scaled: vehicle 0%, 10 µM genistein 100% | Potency, µM (titrated, usually from 46.1 µM), inactives show at the top dose activation, usual class: activators | 1.1% of 380,000 active | AID 624202; also: potency is read from the fitted curve at half-maximal effect; nearly all actives have a fitted effect of over 80% in size; some results filed as inactive show a strong effect at the top dose
#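 MCF7-BRCA1-FFLuc, 2000 cells/well; 2 h attach, 37 °C/5% CO2; compound 48 h; luciferase substrate 15 min; luminescence end-point. Norm. to genistein 10 microM max activation and DMSO; concentration-response curves fitted.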
# B2AR arrestin: agonists driving beta-arrestin recruitment to human beta2-adrenergic receptor. beta-arrestin recruitment to beta2AR, cell-based reporter. Potency, µM (highest dose often 46.1 µM), for the others: at the highest dose activation, most hits filed as activators. 0.02% of 330,000 active. AID 492947;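 also: potency is read from the fitted curve at half-maximal effect; 0% = DMSO controls and full agonism = EC100 isoproterenol or metaproterenol; nearly all actives have a fitted effect of over 65% in size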
# ELG1 DNA repair: ELG1-dependent DNA repair inhibition | HEK293T ELG1-luciferase reporter, luminescence, 16 h; DNA damage induced by 5-fluorouridine | Potency, µM (highest dose often 46.1 µM), without a hit: top-dose activity change, negative = inhibition, actives largely listed as inhibitors | 2.3% of 330,000 active | AID 504467; also: potency is read from the fitted curve at half-maximal effect; % is scaled to controls: 0 for no effect and ±100 for the full control effect; nearly all actives have a fitted effect of over 55% in size
#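 Cells (2,000 per well) received 5-fluorouridine plus test compound or DMSO and were incubated 16 hr at 37 °C, 5% CO2. Luciferase activity was read by luminescence 30 min after ONE-Glo addition; signal suppression marked inhibition of damage-induced ELG1 function.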
# A-T KAP1 phos: candidate therapy for ataxia-telangiectasia; […] A-T fibroblasts, KAP-1 phosphorylation AlphaLISA; neocarzinostatin DNA damage 30 min before lysis; Potency, µM (titrated, usually from 57.5 µM), inactives show top-dose activation, most hits filed as activators; 0.19% of 320,000 active; also: potency is read from the fitted curve at half-maximal effect; % of control where 0% means no effect; nearly all actives have a fitted effect of over 45% in size
#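 ATM-like activity read as KAP-1 phosphorylation via AlphaLISA donor/acceptor antibody pairs after lysis and 6 hr at 25C. Cells were ATM-null patient fibroblasts ([…], hTERT), dosed 60 min, then exposed to the DSB inducer NCS for 30 min.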
# TCR activator: T cell receptor activation; primary human leukocytes, anti-CD3, IL-2 HTRF, 48 h; AID 504894; 330,000 tested, under 10 active; Potency, µM (doses to about 9.22 µM), without a hit: at the top dose activation of IL-2 secretion, usual class: activators; also: % of control where 0% means no effect
#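 IL-2 produced over 48 hr by a-CD3 bead-stimulated primary human leukocytes exposed to compounds was detected with a homogeneous time-resolved FRET immunoassay, 665nm acceptor signal after 320nm excitation.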
# Active calls of the source: *; ? = inconclusive; . = not tested or not shown; [ ] = dose if it differs, or a comment. Unless noted, calls follow the shape of the dose curve; as a rule, active = well fitted curve in the direction sought with a large enough effect; inconclusive = small, poorly fitted or top-dose-only effect, or another doubt; inactive = no such curve, though single readings can be large; an effect the other way counts as inactive or inconclusive.
# Each structure is followed by: ELG1 DNA repair	PTAP TSG101 blk	A-T KAP1 phos	CXXC DNA block	Integrin act MD	TRPV1 agonist	TCR activator	BRCA1 expr act	p53 reactivation	B2AR arrestin
> CC(SCc1ccccc1)C(=O)NN=C1CCN(C)CC1 (stereo unspecified)
 : 1%	0%	.	-5%	18%	4	-3%	8%	5%	-0.4%
> O=C(O)CN1C(=O)c2ccc(Oc3cccc4c3C(=O)N(CC(=O)O)C4=O)cc2C1=O
 : 10%	-6%	-3%	-6%	3%	-2	1%	-1%	0%	-0.3%
> COC(=O)[C@]1(Cc2ccccc2)N[C@H](c2ccc(-c3cccc(Cl)c3)c(OC)c2)[C@@H]2C(=O)N(C)C(=O)[C@@H]21
 : .	2%	.	.	-17%	.	-3%	-60%	.	.
> CCOC(=O)c1c(C)[nH]c(C(=O)COC(=O)C(C)Oc2ccc(Cl)cc2Cl)c1C (stereo unspecified)
 : 12%	-1%	5%	5%	4%	7	-9%[46.1 µM]	-15%	-9%	-0.7%
> O=C(NC(=S)Nc1cc(S(=O)(=O)N2CCOCC2)ccc1O)c1ccco1
 : 8%	-4%	1%	-12%	-1%	-1	-3%	1%	17%	0.5%
> COc1ccc(C(=O)NNC(=S)NC(=O)c2cc(-c3ccccc3)nc3ccccc23)cc1
 : -4%	-3%	0%	-3%	14%	-5	-3%	-29%	5%	-0.8%
> CCOC(=O)c1c2n(c3ccc(O)cc13)CCC2
 : ?	-8%	-1%	-6%	9%	0	-3%[46.1 µM]	-3%	-4%	-0.7%
> O=C(Nc1cccc(Cl)c1)Nc1ccccc1C(=O)NCc1ccco1
 : 3%	-10%	3%	12%	0%	-1	-1%	8%	2%	3.3%
> CC(C)Cn1c(/C=C/c2ccco2)nc2ccccc21
 : 13%	1%	-1%	25%	-15%	16	8%[46.1 µM]	60%	?	12%
> Clc1cccc(N/N=C(\Cc2nc3ccccc3[nH]2)c2ccccc2)c1
 : ?	-4%	-3%	8%	-41%	?	-6%[46.1 µM]	-62%	?	0.4%
> O=C(COC(=O)C1CCN(S(=O)(=O)c2ccc3c(c2)OCCO3)CC1)Nc1cccc2ccccc12
 : 12%	-4%	6%	-4%	-19%	-1	-5%[46.1 µM]	-12%	1%	-0.4%
> COc1cc(OC)c2c(-c3cccc(-c4ccc(C#N)cc4)c3)cc(=O)oc2c1
 : 4.6µM*	-7%	6%	.	-7%	.	-5%[46.1 µM]	-11%	5%	-0.8%
> CN(C(=O)C1CCCN1S(=O)(=O)c1ccc(Cl)cc1)c1ccccc1 (stereo unspecified)
 : 15%	-7%	-3%	.	-26%	0	-3%	0%	-12%	0.8%
> CCOC(=O)c1c(C)[nH]c(C)c1C(=O)CSc1ncccn1
 : -1%	-14%	1%	-9%	6%	2	3%	2%	-9%	0.2%
> CCOC(=O)C1=C(C)N(C)C(=O)NC1c1c(C)nn(-c2ccc(C)cc2)c1Cl (stereo unspecified)
 : ?	1%	4%	1%	-6%	3	6%	-36%	-2%	-0.7%
> CCOc1ccc(CCNC(=O)COC(=O)CCS(=O)(=O)c2ccc(C)cc2)cc1OCC
 : 18%	5%	-1%	.	-1%	2	-7%	-17%	4%	0.1%
> O=C(NC1CCN(Cc2ccccc2)CC1)c1cncc(Br)c1
 : -8%	-1%	1%	1%	3%	7	2%	0%	-1%	-0.4%
> COc1ccc(CC(=O)Nc2cccc(/C(C)=N/NC(=O)c3cccc([N+](=O)[O-])c3)c2)cc1
 : ?	-6%	6%	3%	-4%	9	0%	12%	-3%	-1.0%
> O=C(O)CCn1cc(C(=O)O)c(-c2ccccc2)n1
 : ?	-3%	-3%	-1%	-20%	4	-2%	8%	4%	0.0%
> c1cc(-c2cccs2)nc(-c2cccs2)c1
 : ?	0%	13%	-1%	-2%	0	-3%[46.1 µM]	-6%	?	-1.2%
> O=C(O)c1cccc2c1C(=O)c1ccccc1-2
 : -9%	-3%	-1%	-4%	2%	0	5%	0%	-2%	-0.7%
> Cn1c(=O)[nH]c(=O)c2c1nc(N1CCN(CCO)CC1)n2Cc1ccccc1
 : 12%	-2%	.	-1%	45%	1	12%	-1%	.	-1.0%
> CCCN(CC(=O)Nc1ccccc1C)C(=O)c1sc2ccccc2c1Cl
 : 6%	-3%	10%	.	0%	0	2%	2%	25%	-0.8%
> CC(C)c1nc(=S)n(-c2ccccc2)[nH]1
 : 19%	3%	-3%	3%	0%	0	0%	9%	5%	-0.4%
> O=C1C(Cc2ccc(O)cc2)NC(=S)N1C1CCCCC1 (stereo unspecified)
 : -24%	-3%	-3%	-3%	12%	0	5%	0%	5%	-0.8%
> Cc1ccc(NC(=O)c2cnccn2)cc1C
 : ?	-3%	4%	-3%	5%	?	2%	7.9µM*	14%	-0.6%
> O=C(O)C1CCN(S(=O)(=O)c2cccc3nonc23)CC1
 : 17%	-3%	4%	3%	-17%	0	0%	6%	-7%	0.0%
> CCOCCn1cnc2sc(C(=O)NCCCN3CCOCC3)c(C)c2c1=O
 : 20%	-1%	-5%	1%	9%	0	8%	0%	4%	0.1%
> COc1ccc(C2=NN(c3nc4ccccc4s3)C(=O)/C2=C\N(C)C)cc1
 : -2%	-4%	-3%	-3%	-2%	-3	4%[46.1 µM]	-1%	16%	-2.7%
> CCOC(=O)c1c(C2CC2)csc1NC(=O)CSCc1c(C)noc1C
 : -12%	-3%	1%	-5%	15%	5	-6%	-65%	14%	-0.7%
> CC(C)(C)c1ccc(/C=C/C(=O)O)s1
 : 29%	0%	-2%	?	20%	5	8%	13%	2%	0.0%
> O=C(CCCNS(=O)(=O)c1ccc(Cl)c(Cl)c1)NCCc1ccccn1
 : 10%	-4%	3%	0%	0%	-3	9%	-9%	-4%	-0.2%
> CCN(CC)C(=O)c1[nH]cnc1C(=O)N[C@@H](CC(C)C)C(=O)OC(C)(C)C
 : -15%	-1%	8%	-3%	10%	26	4%	0%	3%	0.5%
> Cc1nnc(Nc2ccc(S(N)(=O)=O)cc2)c2ccccc12
 : 0%	-6%	8%	5%	-8%	-3	-2%	-1%	.	-1.2%
> O=S(=O)(CCc1nc2ccccc2o1)c1ccc2ccccc2c1
 : -5%	-4%	5%	4%	9%	17	2%	-4%	5%	-0.1%
> CCOc1ccc2c(c1)-c1c(ssc1=S)C(C)(C)N2C(=O)c1ccco1
 : ?	-3%	-14%	-3%	0%	3	.	-65%	-7%	-0.1%
> CCC1(c2ccc(F)cc2)NC(=O)N(CC(=O)Nc2ccc3c(c2)OCCO3)C1=O (stereo unspecified)
 : -14%	0%	12%	.	-13%	.	-1%	7%	0%	0.3%
> Cc1n[nH]c(=O)c2c(NC(=O)CSc3ccc(F)cc3)oc(C)c12
 : -5%	-3%	6%	.	-2%	-4	8%	-17%	12%	0.0%
> Cc1ccc(NS(=O)(=O)c2cc(C(=O)O)ccc2Cl)c(C)c1
 : -8%	-4%	30%	-6%	11%	-6	24%[46.1 µM]	-9%	-1%	-0.3%
> O=C(CC1SC(=Nc2ccccc2)N(CCc2c[nH]c3ccccc23)C1=O)Nc1ccccc1F (stereo unspecified)
 : -20%	-1%	-4%	34%[activator]	-30%	1	-5%[46.1 µM]	-87%	2%	0.7%
> COc1ccc(OCCCC(=O)Nc2cccc([N+](=O)[O-])c2C)cc1
 : ?	-1%	-1%	6%	-12%	10	-11%[46.1 µM]	0%	-23%	-0.6%
> O=C(Nc1ccc(Cl)cn1)C1CCN(S(=O)(=O)c2cccs2)CC1
 : ?	-2%	3%	-3%	-14%	21	-6%	-25%	0%	-0.2%
> COc1cc(/C=C(\C#N)c2nc3c(s2)CCCC3)ccc1O
 : ?	.	-9%	31%[activator]	.	16	.	.	?	0.2%
> CCN1CCN(C(=O)CS(=O)Cc2nc(-c3ccc(OC)cc3)oc2C)CC1 (stereo unspecified)
 : 14%	-5%	8%	-3%	-5%	10	-7%	0%	0%	-0.1%
> CC1CCC2(CC1)NC(=O)N(CC(=O)N1CC(C)CC(C)C1)C2=O (stereo unspecified)
 : 12%	-3%	-5%	.	8%	.	2%	4%	2%	0.2%
> FC(F)(F)C(F)(F)c1nnc2ccc(-n3ccnc3)nn12
 : 9%	-5%	6%	0%	9%	-8	-21%	12%	-3%	-0.8%
> COC(=O)c1nn(-c2ccc3c(c2)OCO3)cc1O
 : ?	-7%	-2%	5%	15%	1	0%	14%	18%	-0.4%
> CC(C)C[C@@H](CN1CCCC1CN1C(=S)NC[C@@H]1Cc1ccc(O)cc1)N1C[C@H](Cc2ccc(O)cc2)N(CC2CCCCC2)C1=S (stereo partly specified)
 : .	3%	.	.	-42%	.	5%	-79%	.	.
> COc1ccc(O)c(C(=O)c2cnc3c(c2)c(=O)[nH]c(=O)n3C)c1
 : 15%	0%	-2%	16%	16%	-4	-4%[46.1 µM]	-29%	-6%	-0.7%

# Screening data deposited in PubChem by National Center for Advancing Translational Sciences (NCATS).
